mIAP inh: inhibitors of mouse IAP, primary screen, biochemical, luminescence, uHTS. intestinal alkaline phosphatase [Mus musculus]. purified mouse IAP, CDP-Star luminescence, 30 min. inhibition, % at 10 µM. hit rate 0.2% among 330,000. AID 2806, 2010;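 active = inhibition of at least 40% at 10 µM in the primary screen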;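 also: plate controls were DMSO with enzyme for no effect and no enzyme wells for full effect; values of inactives mirror those of a sister screen read the other way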
mIAP act: activators of mouse IAP, primary screen, biochemical, luminescence, uHTS | hit rate 0.24% among 330,000 | muIAP, CDP-Star luminescence, 30 min; hits give high values; 1 = vehicle-only enzyme signal, 0 = enzyme-free wells | activation factor at 10 µM | AID 2805, 2010;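 active = activation factor of at least 2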; also: the source names both 10 and 20 µM as test concentration; values of inactives mirror those of a sister screen read the other way
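Assay system: mouse IAP enzyme / Compound: DMSO-dissolved test compounds / Timing: 30 min, room temperature / Measured by: luminescence from enzymatic CDP-Star hydrolysis / Control set: DMSO-only wells, enzyme-free buffer wells as negative control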
hIAP act: human IAP activators, primary screen, biochemical, luminescence, uHTS. AID 2524, 2010. hit rate 0.16% among 330,000. purified human IAP, CDP-Star luminescence, 30 min; hits give high values; 1 = vehicle-only enzyme, 0 = enzyme-free background. Intestinal-type alkaline phosphatase (Homo sapiens), P09923. activation factor at 10 µM;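 active = activation factor of the enzyme at least 2-fold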; also: the source names both 10 and 20 µM as test concentration; values of inactives mirror those of a sister screen read the other way
Target sequence (P09923 whole entry, looked up): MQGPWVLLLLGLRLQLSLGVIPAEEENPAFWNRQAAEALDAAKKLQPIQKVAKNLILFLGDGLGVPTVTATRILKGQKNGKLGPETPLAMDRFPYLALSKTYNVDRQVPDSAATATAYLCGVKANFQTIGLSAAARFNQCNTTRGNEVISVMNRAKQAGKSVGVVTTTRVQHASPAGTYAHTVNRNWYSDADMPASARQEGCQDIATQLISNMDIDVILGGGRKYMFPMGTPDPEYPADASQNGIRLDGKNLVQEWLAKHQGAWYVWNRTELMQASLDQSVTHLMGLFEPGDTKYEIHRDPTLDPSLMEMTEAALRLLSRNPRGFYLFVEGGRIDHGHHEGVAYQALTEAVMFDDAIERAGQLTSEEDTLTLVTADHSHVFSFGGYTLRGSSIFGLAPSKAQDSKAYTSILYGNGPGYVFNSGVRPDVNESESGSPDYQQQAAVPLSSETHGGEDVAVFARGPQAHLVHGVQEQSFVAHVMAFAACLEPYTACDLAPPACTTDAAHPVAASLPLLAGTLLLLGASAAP
hIAP inh: human IAP inhibitors, primary screen, biochemical, luminescence, uHTS; Intestinal-type alkaline phosphatase (Homo sapiens), P09923; purified IAP, CDP-Star luminescence, 30 min; inhibition, % at 10 µM; hit rate 0.12% among 330,000; AID 2544, 2010;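 active = inhibition reaching a set limit with compound at 10 µM in the primary screen, cut at about 35% in these data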;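 also: plate controls were DMSO wells with enzyme for no effect and no-enzyme buffer wells for full effect; values of inactives mirror those of a sister screen read the other way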
MPTP block: mitochondrial permeability transition pore inhibitors, primary screen, biochemical, isolated mouse mitochondria, absorbance; Ca2+ swelling absorbance, 30 min; hit rate 1.4% among 360,000; AID 602449, 2012; inhibition, % at 10 µM;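 active = inhibition of 50% or more, scaled per plate between neutral and stimulator controls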;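 also: 0% = DMSO wells given calcium and 100% = 1 mM EGTA wells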
APOBEC3A inh: APOBEC3A ssDNA deaminase inhibitors, primary screen, selectivity assay for APOBEC3G inhibitor project, biochemical, FAM/TAMRA oligo cleavage fluorescence | DNA dC->dU-editing enzyme APOBEC-3A (Homo sapiens), P31941 | recombinant A3A, FAM/TAMRA ssDNA deamination fluorescence | inhibition, % at 20 µM | hit rate 0.41% among 330,000 | AID 493011, 2011;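 active = at least 40% inhibition at 20 µM here, with at most 30% in a related deaminase screen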;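 also: plate controls were A3A with DMSO for no effect and wells lacking A3A enzyme for full effect; some results filed as inactive read as strong as hits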
ATG4B inh: ATG4B protease inhibitors, primary screen, biochemical, fluorescence, uHTS; Cysteine protease ATG4B (Homo sapiens), Q9Y4P1; ATG4B cleavage of LC3-PLA2, NBD-HPC fluorescence, 1 h; inhibition, % at 8.33 µM; hit rate 0.51% among 340,000; in the data active = inhibition above about 40%
APOBEC3G inh: APOBEC3G DNA deaminase inhibitors, primary screen, biochemical, fluorescence, single-stranded DNA substrate, uHTS. DNA dC->dU-editing enzyme APOBEC-3G (Homo sapiens), Q9HC16. recombinant A3G, ssDNA deamination FAM/TAMRA fluorescence. inhibition, % at 20 µM. hit rate 0.28% among 330,000;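 active = inhibition of at least 40% at 20 µM, with no more than 30% in the related APOBEC3A deaminase screen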;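 also: plate controls were DMSO wells with A3G for no effect and wells lacking A3G enzyme for full effect; some compounds called inactive have numbers as strong as hits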
Target sequence (Q9HC16 whole entry, looked up): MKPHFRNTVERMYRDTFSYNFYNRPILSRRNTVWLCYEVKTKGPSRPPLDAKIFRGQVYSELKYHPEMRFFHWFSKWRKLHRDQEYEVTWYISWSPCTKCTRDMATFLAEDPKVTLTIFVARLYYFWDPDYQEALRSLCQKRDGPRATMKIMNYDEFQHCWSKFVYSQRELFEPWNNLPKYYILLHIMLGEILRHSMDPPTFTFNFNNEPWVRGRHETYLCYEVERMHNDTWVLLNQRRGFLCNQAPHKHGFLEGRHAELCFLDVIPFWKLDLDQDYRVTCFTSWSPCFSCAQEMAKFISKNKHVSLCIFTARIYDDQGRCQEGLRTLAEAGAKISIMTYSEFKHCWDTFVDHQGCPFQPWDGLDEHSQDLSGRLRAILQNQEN
beta cell repl: inducers of MIN6 beta-cell proliferation, primary screen, ATP luminescence, uHTS | proliferation, % at 10 µM | MIN6 cells proliferation, ATPlite luminescence, 48 h; cells starved in 0.2% serum; 100% = growth in 10% serum | hit rate 0.29% among 330,000 | AID 2380, 2010;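 active = compounds whose signal lies at least 3.5 SD above the mean of all wells on their plate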;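 also: 0% = DMSO-treated cells in low-serum medium and 100% = 10% serum control; some compounds called inactive have numbers as strong as hits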
The depositor's hits bear a star.

mol	mIAP inh	hIAP act	mIAP act	MPTP block	ATG4B inh	APOBEC3G inh	hIAP inh	APOBEC3A inh	beta cell repl
O=S(=O)(c1ccc(OCC2CO2)cc1)c1ccc(OCC2CO2)cc1 (configuration not stated)	-3.8	1.18	1.04	0.9	-4.8	-4.1	-18.0	-1.2	-6.2
COc1ccc(-n2c(SCC(=O)Nc3cccc4ccccc34)nc(O)cc2=O)cc1	2.0	1.08	0.98	4.1	-6.3	-10.6	-7.8	0.3	-1.7
Oc1c(Br)cc(/C=N/n2c(-c3ccccc3)n[nH]c2=S)cc1Br	5.9	0.961	0.941	2.3	-0.5	33.0	3.9	0.8	-1.8
CCCN1C(=O)NC2(O)C(=O)c3ccccc3C12O (configuration not stated)	-12.8	1.17	1.13	-9.2	-3.9	-0.2	-17.3	1.4	-1.1
C=CCn1c(SCC(=O)N2CCOCC2)nc2c([nH]c3ccccc32)c1=O	-1.7	0.926	1.02	-2.2	8.2	-11.9	7.4	0.5	-1.2
CCOc1ccc(NS(=O)(=O)c2ccc(C(=O)NCc3ccccn3)cc2)cc1	-2.3	0.94	1.02	-0.1	2.0	-5.5	6.0	-4.9	1.9
O=c1c2cn[nH]c2[nH]c(=S)n1-c1cccc2ccccc12	8.4	0.956	0.916	-0.2	-10.2	-3.6	4.4	0.2	0.0
C=CCNCCOCCOc1ccc(Cl)cc1C(C)(C)C	-1.2	0.923	1.01	92.1*	8.1	8.7	7.7	0.2	-0.4

mol	mIAP inh	hIAP act	mIAP act	MPTP block	ATG4B inh	APOBEC3G inh	hIAP inh	APOBEC3A inh	beta cell repl
CC(C)(C)C(=O)Nc1ccc(S(=O)(=O)c2ccc(NC(=O)C(C)(C)C)cc2)cc1	-10.8	1.16	1.11	-0.2	-34.5	-2.3	-16.4	-1.1	-2.9
COc1ccc(CNC(=O)c2ccc3c(c2)N(C)CCS3)cc1	-9.2	1.06	1.09	0.4	-11.2	1.8	-6.1	-2.1	1.4
Cc1ccc(O)c(NC(=O)c2cc(-c3ccc(F)cc3)on2)c1	14.8	1.18	0.852	-0.8	6.0	-6.2	-17.7	-1.6	-4.3
O=C(COC(=O)C1CC2C=CC1C2)Nc1cccc(S(=O)(=O)N2CCCCC2)c1 (configuration not stated)	-22.2	1.04	1.22	58.8*	-6.8	-5.4	-3.7	2.1	-0.8
COC(=O)[C@H](Cc1ccccc1)NC(=O)[C@@H](N)CC(=O)O	-5.2	1.15	1.05	-0.7	3.0	-3.1	-14.9	1.0	-1.3
NS(=O)(=O)c1ccc(NC(=O)CCCC(=O)O)cc1	7.8	0.936	0.922	0.1	3.6	-3.4	6.4	-0.7	-2.3
Cc1ccc(-c2nn(-c3cc(Cl)ccc3[N+](=O)[O-])c(=O)c3ccccc23)cc1	12.0	1.25	0.88	-0.6	-1.8	3.3	-24.8	2.7	-5.7
O=C(CC(=O)Nc1ccccc1F)Nc1ccccc1F	1.9	1.09	0.981	-0.9	-1.2	-6.2	-8.9	1.2	-2.8

mol	mIAP inh	hIAP act	mIAP act	MPTP block	ATG4B inh	APOBEC3G inh	hIAP inh	APOBEC3A inh	beta cell repl
CC1CCc2nc3ccccc3c(C(=O)OCC(=O)NC3CCS(=O)(=O)C3)c2C1 (configuration not stated)	5.6	1.08	0.944	-2.4	-9.2	-5.6	-7.7	-1.7	-1.1
c1ccn2c(SCc3ccc4c(c3)OCCO4)nnc2c1	-2.2	1.16	1.02	-2.3	-8.4	6.9	-15.8	-0.1	-4.2
Cc1ccc(-c2csc3nc(C)n(N)c(=O)c23)cc1	5.9	0.976	0.941	0.9	-5.6	-2.8	2.4	0.9	-2.0
COCCN(CCOC)C(=O)c1cc2c(=O)n3ccccc3nc2s1	7.5	0.995	0.925	-2.3	1.0	-5.5	0.5	-4.4	1.5
Cc1cc(C)nc(NC(=O)c2ccc(Br)cc2)n1	-0.9	0.942	1.01	0.8	-5.6	-3.7	5.8	3.6	-4.1
CCc1ccc(OC)c(S(=O)(=O)Nc2ccccc2C)c1	0.9	1.11	0.991	0.5	-4.4	3.1	-10.7	3.3	-0.9
CCOC(=O)CSc1nnc(-c2ccncc2)o1	-3.1	0.821	1.03	-3.0	1.5	-10.0	17.9	-2.3	-2.6
COc1cc(Cl)cc2c1Sc1ccccc1/C2=C/CCN(C)C	2.1	1.09	0.979	82.2*	10.6	2.3	-9.0	2.9	-3.7

mol	mIAP inh	hIAP act	mIAP act	MPTP block	ATG4B inh	APOBEC3G inh	hIAP inh	APOBEC3A inh	beta cell repl
Cc1ccc(C(=O)CC2(O)C(=O)N(Cc3ccc4c(c3)OCO4)c3ccccc32)cc1 (configuration not stated)	11.3	0.985	0.887	0.5	-24.2	-6.8	1.5	-2.9	-3.7
O=C(CSc1nnnn1C1CCCCC1)NCc1cccs1	-3.8	0.972	1.04	-0.7	-1.8	-6.1	2.8	-1.3	-3.5
NC(=O)Cc1ncc(C(F)(F)F)cc1Cl	-2.0	1.03	1.02	-1.1	1.3	-10.0	-3.3	0.4	-3.3
CC(C)(C)OC(=O)NCCC(=O)N/N=C/c1cccc2cccnc12	-6.5	0.905	1.06	1.2	0.8	-9.8	9.5	-1.7	-2.2
Cc1ccc(CN(C)c2nc(-c3cccnc3)nc3ccccc23)o1	0.3	0.89	0.997	-1.0	-1.6	-2.1	11.0	1.6	-3.5
Cc1ccc(N(CC(=O)N2CCc3ccccc32)C2=NC(=O)CS2)cc1	-4.5	1.12	1.04	1.1	-10.9	-2.6	-12.0	-1.0	-0.6
Cc1occc1-c1nnc(SCC(=O)c2ccc(F)cc2)n1Cc1ccco1	5.8	1.07	0.942	-2.2	-3.6	-2.6	-6.8	2.1	-0.3
COc1cccc(CNS(=O)(=O)/C=C/c2ccc3c(c2)OCO3)c1	-3.0	1.11	1.03	-0.3	-15.3	-3.3	-10.6	0.1	-0.8

mol	mIAP inh	hIAP act	mIAP act	MPTP block	ATG4B inh	APOBEC3G inh	hIAP inh	APOBEC3A inh	beta cell repl
CCN(CC)S(=O)(=O)c1ccc(S(=O)(=O)N2CCN(CCC#N)CC2)cc1	-1.9	0.875	1.02	-0.9	-0.2	-0.9	12.5	2.0	2.0
Cc1ccc(-c2nnc(Oc3cccc(C)c3)c3ccccc23)cc1	8.2	0.844	0.918	45.1	15.4	-6.0	15.6	0.7	0.0
CC(Sc1nc(O)c(-c2ccccc2)c(=O)[nH]1)C(=O)Nc1ccc(Cl)cc1 (configuration not stated)	11.8	0.832	0.882	0.1	-3.8	-9.4	16.8	-1.8	-1.3
COc1ccc([N+](=O)[O-])cc1NC(=S)NC(NC(=O)C(c1ccccc1)c1ccccc1)C(Cl)(Cl)Cl (configuration not stated)	17.8	0.963	0.822	94.6*	-12.0	6.9	3.7	-18.3	-6.0
CCOC(=O)C1CCCN(C(=O)CCC(=O)Nc2ccc3nc(N4CCOCC4)cc(C)c3c2)C1 (configuration not stated)	-2.6	0.975	1.03	0.9	-10.0	3.4	2.5	1.5	-2.3
Cc1ccc(C)c2nc3sc(C(=O)N4CCCc5ccccc54)c(N)c3cc12	8.5	1.16	0.915	2.0	1.7	-0.9	-15.8	-3.2	-5.8
Cc1ccc(C(=O)OCC(=O)NCc2cccc(Cl)c2)cc1S(=O)(=O)N1CCCCC1	9.2	0.944	0.908	-2.5	0.6	-5.6	5.6	2.7	-6.4
CN(C)C(=O)c1ccc(NC(=O)COC(=O)C2CCN(S(=O)(=O)c3ccc4c(c3)OCCO4)CC2)cc1	0.5	1.06	0.995	-2.0	6.0	1.9	-6.2	34.8	0.1

mol	mIAP inh	hIAP act	mIAP act	MPTP block	ATG4B inh	APOBEC3G inh	hIAP inh	APOBEC3A inh	beta cell repl
O=C(COc1ccccc1)N1CCN=C1SCc1cccc(F)c1	3.3	0.97	0.967	1.4	-3.5	-5.3	3.0	0.1	1.7
CC1CC(C)CN(c2ncnc3c2cnn3-c2ccc(Cl)cc2)C1 (configuration not stated)	12.1	0.821	0.879	4.0	-14.1	-6.8	17.9	-2.9	-5.3
CCCc1nc2oc3cc(OC)ccc3c(=O)c2c(=O)n1Cc1ccco1	15.6	0.96	0.844	1.6	-7.0	18.3	4.0	17.1	-3.0
Oc1ccc(Cl)cc1CNc1ccccn1	0.4	0.95	0.996	0.5	3.5	-2.0	5.0	-6.3	-1.9
O=C(Nc1nnc(C2COc3ccccc3O2)o1)c1ccc(F)cc1 (configuration not stated)	3.9	1.21	0.961	-3.0	-3.4	-3.4	-21.0	-2.1	-1.6
COc1ccc2c(C)cc(SCC(=O)NC3CCCCC3)nc2c1	1.3	0.923	0.987	1.1	1.5	-2.7	7.7	-1.3	-1.5
Nc1c(-c2cccs2)cnc2c(-c3ccc(F)cc3)cnn12	6.6	1.02	0.934	1.5	2.9	-5.7	-2.5	-4.6	-2.2
COc1ccc(Cl)cc1C(=O)NNC(=O)CN1C(=O)C2CC=CCC2C1=O (configuration not stated)	-7.5	1.22	1.07	-1.0	-3.6	-5.7	-21.9	-0.1	0.1

mol	mIAP inh	hIAP act	mIAP act	MPTP block	ATG4B inh	APOBEC3G inh	hIAP inh	APOBEC3A inh	beta cell repl
NC(=O)c1ccc(SCC(=O)OCC(=O)NCc2cccs2)c([N+](=O)[O-])c1	9.4	1.02	0.906	-0.4	-9.5	-7.1	-1.9	-4.4	-1.8
CCOC(=O)c1c(CN(CC)CC)oc2ccc(OC)cc12	9.6	0.974	0.904	0.1	-0.8	-1.6	2.6	-1.3	-3.4
Cc1cc(C(=O)NNC2CC(=O)N(c3ccc4ccccc4c3)C2=O)c(C)o1 (configuration not stated)	3.3	1.13	0.967	-0.7	-5.2	-8.0	-13.4	2.6	-2.3
COc1ccccc1-c1nnc(C2CCN(S(=O)(=O)c3ccc([N+](=O)[O-])cc3)CC2)o1	-2.4	1.02	1.02	2.7	-8.7	-5.9	-2.3	-2.3	3.4
